# Assay outcomes from PubChem.
# Dengue-2 NS5 capping: flavivirus cap methylation enzyme inhibition – biochemical, confirmation dose response, primary screen (AID 588689); Dengue-2 NS5 methyltransferase capping enzyme assay, biochemical; higher % means a stronger effect; one-dose inhibition, % at 25 µM; IC50 in µM for titrated hits; 0.3% of 340,000 active; in the data active = a potency from the dose series
# NTR1 ag: NTR1-driven beta-arrestin-GFP spot formation – imaging, U2OS cells, high content, primary screen (AID 493036). P30989. 0.17% of 330,000 active. agonist mode. activation, % at 20 µM;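 active = activation at or above 40% of the spot to cytoplasm intensity ratio, with at least 20 cells analyzed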;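 note: 0% = DMSO without peptide and 100% = 100 nM NTR1 peptide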
# Target sequence (P30989 whole entry, looked up): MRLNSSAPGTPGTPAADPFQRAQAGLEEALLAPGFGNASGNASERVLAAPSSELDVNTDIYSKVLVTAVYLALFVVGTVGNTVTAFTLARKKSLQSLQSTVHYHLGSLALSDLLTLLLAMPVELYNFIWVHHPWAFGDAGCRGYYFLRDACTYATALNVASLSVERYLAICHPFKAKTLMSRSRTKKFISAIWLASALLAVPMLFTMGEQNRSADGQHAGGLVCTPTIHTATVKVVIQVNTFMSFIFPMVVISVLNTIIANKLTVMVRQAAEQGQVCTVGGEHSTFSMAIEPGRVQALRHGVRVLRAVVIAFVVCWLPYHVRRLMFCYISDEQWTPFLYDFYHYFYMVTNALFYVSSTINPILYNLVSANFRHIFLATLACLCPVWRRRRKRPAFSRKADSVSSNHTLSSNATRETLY
# UTI89 phage lysis: inhibition of K1F phage lysis, E. coli UTI89, bacterial capsule biogenesis inhibitors, alamar blue (AID 488966). E. coli UTI89 K1F phage lysis, alamar blue, 2 h; higher % means a stronger effect. inhibition, % at 100 µM; hits with a dose series show IC50 in µM. 0.02% of 340,000 active;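 active = phage lysis inhibition, versus mean bacterial control, above a set limit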;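 note: capsule biogenesis inhibitors block K1F phage lysis so surviving cells raise fluorescence; higher fluorescence means more inhibition of phage lysis; actives were called in the ten point dose series up to 300 µM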
# NTR1 ag cell count 20 µM: second read-out of NTR1 ag, no call of its own (marks repeat the call); cell count; measured here: cell count, cytotoxicity flag
# Dengue-2 NS5 capping pilot replicate: also measured in Dengue-2 NS5 capping; calls as there; inhibition, %; measured here: pilot screen replicate inhibition
# * hit, by the source's call; [ ] = remark or other dose.
SMILES,Dengue-2 NS5 capping,NTR1 ag,NTR1 ag cell count 20 µM,UTI89 phage lysis,others
CCc1ccc(NC(=O)C(C)OC(=O)Cc2cc(OC)c(OC)c(OC)c2)cc1 (configuration not stated),-12%,-1.2,54,-4.1%,
CC(=O)Nc1cccc(C(=O)Nc2ccc(S(=O)(=O)NC3=NCCCCC3)cc2)c1,-2%,0.1,70,1.0%[50 µM],
COC(=O)c1c(NC(=O)CS(=O)(=O)c2ccccc2)sc(C)c1C,7%,1.9,64,0.0%[50 µM],
Cc1c(NS(=O)(=O)c2cc(C(=O)NCc3cccnc3)cc(Cl)c2Cl)c(=O)n(-c2ccccc2)n1C,2%,1.2,32,1.6%[50 µM],
CCc1ccc(-c2nc(SCC(=O)c3c(N)n(C)c(=O)n(C)c3=O)n[nH]2)cc1,3%,2.2,55,1.5%,
CCOC(=O)c1[nH]cnc1C(=O)N1CCN(C(=O)OC(C)(C)C)CC1,2%,0.3,48,0.7%,
O=C(OCC(O)CO)c1ccccc1Nc1ccnc2cc(Cl)ccc12 (configuration not stated),1%,10,60,6.5%,
CC(=O)c1ccccc1NC(=O)CSc1nnc(Cc2csc(C)n2)o1,-2%,0.9,51,1.7%[50 µM],
NS(=O)(=O)c1ccc(CCNC(=O)c2ccc(Cl)c(S(=O)(=O)N3CCCCC3)c2)cc1,0%,3.7,64,2.6%,
CCCCN(C1CCS(=O)(=O)C1)S(=O)(=O)c1ccc(OC)c(OC)c1 (configuration not stated),-6%,0.7,58,-1.1%,
O=C(OCc1ccccn1)C1CCN(C(=O)c2ccc(Cl)cc2)CC1,-4%,-0.8,64,1.1%[50 µM],
CCN(CC(=O)Nc1ccc(NC(C)=O)cc1)C(=O)c1cc2c(s1)CCCC2,-10%,-0.6,61,0.1%[50 µM],
COc1ccc2[nH]c3c(c2c1)CCN1C(=O)C(CC(=O)NCC24CC5CC(CC(C5)C2)C4)C[C@H](C(=O)N2CCOCC2)[C@@]31CCC1CCCC1 (some centres not stated),-8%,2.6,49,0.1%,
COc1ccc(S(=O)(=O)N2CCC3(CC2)OCCN3S(=O)(=O)c2cccs2)cc1OC,2%,1.3,55,0.3%[50 µM],
CC[C@]12c3[nH]c4cc(CCC(=O)N(C)C)ccc4c3CCN1C(=O)[C@@H](CC(=O)NCC13CC4CC(CC(C4)C1)C3)C[C@@H]2C(=O)N1CCN(C(=O)C2CC2)CC1,-7%,3.6,68,0.3%,Dengue-2 NS5 capping pilot replicate=1.5
COc1ccc2oc(C(=O)OCC(=O)Nc3ccccc3OC)c(C)c2c1,-3%,7.3,67,1.8%[50 µM],
CNC(=O)c1c(NC(=O)c2ccc3ncsc3c2)sc(C)c1C,2%,0.5,81,0.2%[50 µM],
CO[C@H]1CC[C@@]2(C)[C@@H](CC[C@@H]3[C@@H]2CC[C@@]2(C)[C@H]3C[C@H](C(=O)O)O[C@]23CCCO3)C1,0%,0.3,68,-0.1%,Dengue-2 NS5 capping pilot replicate=3.9
COc1ccc(/C=N/NC(=O)c2cccc(S(=O)(=O)N3CCCC3)c2)cc1O,-10%,0.4,54,0.2%[50 µM],
C=CC[C@H](CC(=O)N(CCO)Cc1ccccc1)C(=O)N[C@@H](COC(=O)[C@@H](CC=C)Cc1ccc(F)cc1)Cc1ccccc1,5%,17,70,-1.1%,
COC(=O)c1cc2cc(OC)ccc2n1C,2%,-1.7,57,0.9%,
CC(C)[C@H](NC(=O)c1ccc(Cl)cc1)C(=O)OCC(=O)N1CCN(c2ccccc2)CC1,0%,0.0,49,-1.4%,
COc1ccc(/C=C/C(=O)c2ccc3c(c2)OCO3)cc1OC,4%,-0.2,53,0.1%[50 µM],
CCC(O)(C(=O)Nc1ccccc1C(F)(F)F)c1ccccc1OC (configuration not stated),-10%,-0.7,54,0.8%,
CC(C)CC(=O)Nc1ccc(C(=O)CN2C(=O)NC3(CCOc4ccccc43)C2=O)cc1 (configuration not stated),-10%,-0.4,58,-0.6%[50 µM],
O=C(Cn1cnc2c(OCc3ccccc3)ncnc21)NCC1CCCO1 (configuration not stated),3%,-0.4,54,0.4%,Dengue-2 NS5 capping pilot replicate=5.1
COc1ccccc1-c1nc(SCC(=O)N2CCC(C(N)=O)CC2)n[nH]1,-1%,0.6,49,0.3%[50 µM],
COc1ccc([C@H]2CC(=O)C=C(c3ccc4[nH]ccc4c3)C2)cc1OC,-1%,0.6,65,-0.1%,
CN1CCN(C(=O)c2ccc(-c3nn(C)c(=O)c4ccccc34)cc2)CC1,-5%,0.6,78,-0.4%,
Nc1nnc(SCC(=O)NC2CCCCCCC2)s1,1%,4.4,58,1.0%[50 µM],
COc1ccc(Cl)cc1-c1nc(SCC(=O)NC2CCCC2)n[nH]1,-2%,0.2,66,-2.5%,
N#CCCN(C(=O)COC(=O)CSc1ccc(Cl)cc1)c1ccccc1,2%,1.6,44,0.5%[50 µM],
Cc1c(C(=O)NN2CCOCC2)cccc1[N+](=O)[O-],-1%,0.2,53,0.2%,
N#CCCN(C(=O)CSc1n[nH]c(=O)[nH]c1=O)c1ccccc1,-1%,-0.4,60,0.1%,
O=C(COc1ccc(Br)cc1CO)Nc1ccc(S(=O)(=O)N2CCCCC2)cc1,-8%,2.2,51,-0.3%,
Cc1cccc(C)c1NC(=O)CN(C)C(C)C(=O)NCC(=O)Nc1ccc(F)c(F)c1F (configuration not stated),-7%,0.3,38,0.3%[50 µM],
CC1CCCCC1NC(=O)c1ccc(-n2cncn2)c([N+](=O)[O-])c1 (configuration not stated),-6%,0.0,65,0.3%[50 µM],
COC(=O)C[C@H]1c2ccc(C(F)(F)F)cc2S(=O)(=O)N1Cc1ccccc1,0%,-0.1,95,0.5%,
O=C(/C=C/c1ccccc1)OCC(=O)N1CCCC1,-1%,-0.9,44,0.5%[50 µM],
Cc1ccc(NC(=O)c2cc(C(=O)Nc3ccc(C)cc3)n(C)n2)cc1,-1%,0.3,60,-1.5%,
CC(C)(C)c1ccccc1NC(=O)C1=COCCO1,-7%,-0.7,83,1.8%[50 µM],
CC(C)N(C(=O)[C@H]1C[C@H](CC(=O)NCCC2=CCCCC2)C(=O)N2CCc3c([nH]c4cc(CCC(=O)N(C)C)ccc34)[C@]12C)C(C)C,-13%,2.4,46,-0.3%,Dengue-2 NS5 capping pilot replicate=-0.3
CN(Cc1ccco1)C(=O)c1ccc(S(=O)(=O)N2CCCCCC2)cc1,0%,4.7,45,1.1%[50 µM],
O=C(NCCN1CCOCC1)c1ccc(Cl)c(S(=O)(=O)NCc2ccccc2)c1,-4%,0.0,60,0.2%[50 µM],
O=C(c1ccc2c(=O)n(-c3ccccc3)c(=S)[nH]c2c1)N1CCN(c2ccccc2)CC1,-14%,3.4,55,0.3%[50 µM],
Cc1cc(Cn2nc(C(=O)NCC3CC3)cc2-c2ccccc2)on1,5%,-0.8,59,-0.8%,
COCCN(C(=O)C1CCN(C(=O)c2ccccc2C)CC1)c1c(N)n(CC(C)C)c(=O)[nH]c1=O,4%,0.2,60,0.4%[50 µM],
O=C(Nc1ncccc1O)c1cccc(S(=O)(=O)N2CCCc3ccccc32)c1,0%,0.2,64,0.1%[50 µM],
Cc1ccc(CNC(=O)CN(C)C2=NS(=O)(=O)c3ccccc32)cc1,-1%,1.9,82,1.3%[50 µM],
OC[C@H]1O[C@@H](Oc2ccc3cc(Br)ccc3c2)[C@H](O)[C@@H](O)[C@H]1O,4%,-0.2,56,1.2%[50 µM],
COc1cccc(COC(=O)C2CCN(S(=O)(=O)c3ccc(C)cc3C)CC2)c1OC,-3%,2.2,46,-0.9%,
O=C(Nc1ccccn1)c1ccc(S(=O)(=O)N2CCCC2)cc1,-4%,-1.6,47,0.6%[50 µM],
O=C(NCCCN1CCCC1=O)C1CCN(S(=O)(=O)c2cc(C(F)(F)F)ccc2Cl)CC1,-12%,2.6,42,0.3%[50 µM],
C#CCOCCOCCOCCNc1nc(N2CCN(C(=O)[C@H]([C@@H](C)O)n3cc(CCCCN)nn3)CC2)nc(N2CCN(C(=O)[C@H](CCCCN)n3cc(CCC(=O)O)nn3)CC2)n1,-9%,-5.3,74,0.7%,
COc1ccccc1OCCCCCCN1CCN(C)CC1,-8%,-1.2,47,0.3%,
CCOC(=O)c1cn(Cc2ccccc2)c(C(=O)OC(C)(C)C)c1O,-1%,-2.8,98,0.1%,
Cc1ccc(OCCC(=O)OC(C)C(=O)Nc2ccc(Cl)cn2)cc1 (configuration not stated),-2%,0.3,77,0.3%[50 µM],
CCc1ccccc1NC(=O)CN1CCN(C(=O)C2CCN(C(=O)/C=C/c3ccccc3)CC2)CC1,-3%,-1.8,63,-0.7%,
Cc1nn(Cc2ccccc2)c(C)c1C(=O)N1CCN(CC(=O)Nc2ccccc2Cl)CC1,-3%,3.8,46,0.3%[50 µM],
Cc1ccc(C(=O)NNC(=O)CSc2nnc3ccccn23)cc1,-1%,-1.1,59,-2.1%,
# More compounds follow.
SMILES,Dengue-2 NS5 capping,NTR1 ag,NTR1 ag cell count 20 µM,UTI89 phage lysis,others
CS(=O)(=O)c1ccc(NC(=O)c2ccc3c(c2)S(=O)(=O)N=C2CCCCCN23)cc1,-7%,0.0,70,0.7%[50 µM],
Cc1ccc(OCCC(=O)N(Cc2ccccc2)c2c(N)n(Cc3ccccc3)c(=O)[nH]c2=O)cc1,-8%,1.3,60,0.3%,
C=C1CCN([C@@H](CC(C)C)C(=O)Nc2nc3ccc(Cl)cc3s2)S(=O)(=O)c2ccccc21,-10%,8.0,75,1.4%,
O=C(NCc1cccc(F)c1)c1cccc2c1C(=O)c1ccc(Cl)cc1S2(=O)=O,-2%,4.8,64,-0.6%,
CC(=O)c1ccc(S(=O)(=O)N2CCNC(=O)C2)cc1,1%,-1.3,58,-2.5%,
Cc1ccc(S(=O)(=O)Nc2ccc3c(c2)CC(=O)N([C@H](C)CO)C[C@@H](C)[C@H](CN(C)Cc2ccc(-c4ccccc4)cc2)O3)cc1,-10%,14,50,1.0%,
Cc1ccc(S(=O)(=O)N2[C@@H](c3ccc(Cl)cc3)C(C(=O)O)=CC[C@H]2c2ccc(C(C)C)cc2)cc1,26%,6.1,100,-0.9%,
Cc1cc(C(=O)CSc2nc(N)cc(=O)[nH]2)c(C)n1CC1CCCO1 (configuration not stated),9%,0.0,64,-2.3%,
CC(OC(=O)CCNS(=O)(=O)c1cccs1)C(=O)Nc1ccc(S(N)(=O)=O)cc1 (configuration not stated),-6%,0.1,108,0.8%[50 µM],
Cc1nn(-c2ccccc2)c2nc(C(F)F)cc(C(F)F)c12,9%,3.7,62,0.2%[50 µM],
O=C(CCNS(=O)(=O)c1ccccc1)OCC(=O)c1ccc[nH]1,-13%,0.9,47,1.0%[50 µM],
Cc1ccc(NC(=O)CN2c3cccc4cccc(c34)S2(=O)=O)cc1,2%,-1.9,58,0.2%[50 µM],
COc1ccccc1NS(=O)(=O)c1ccc2[nH]c(=S)oc2c1,-5%,1.0,43,-3.4%,
CC(OC(=O)c1cc(S(=O)(=O)N2CCOCC2)ccc1F)C(=O)NCc1ccc2c(c1)OCO2 (configuration not stated),-12%,-0.8,100,1.8%[50 µM],
COCOc1cc(O)c2c(=O)c(OCOC)c(-c3ccc(OCOC)c(OCOC)c3)oc2c1,0%,3.7,82,0.4%,
COc1ccc(OCCOC(=O)CNS(=O)(=O)c2ccc(SC)c([N+](=O)[O-])c2)cc1,-6%,3.6,72,1.3%[50 µM],
CC(=O)NS(=O)(=O)c1ccc(NC(=O)c2cccc(OCc3c(C)noc3C)c2)cc1,-1%,3.2,36,1.4%[50 µM],
COc1ccc(NC(=O)CSc2nnc(C3CC3)n2C)cc1S(=O)(=O)N1CCOCC1,-3%,-0.5,52,0.6%[50 µM],
Cc1ccc(S(=O)(=O)N2CCN(Cc3cccc(F)c3)CC2)cc1,-5%,0.7,63,12%,

# Some of these compounds in order of molecular weight, rising:
SMILES,Dengue-2 NS5 capping,NTR1 ag,NTR1 ag cell count 20 µM,UTI89 phage lysis,others
CC(=O)c1ccc(S(=O)(=O)N2CCNC(=O)C2)cc1,1%,-1.3,58,-2.5%,
Cc1nn(-c2ccccc2)c2nc(C(F)F)cc(C(F)F)c12,9%,3.7,62,0.2%[50 µM],
COc1ccccc1NS(=O)(=O)c1ccc2[nH]c(=S)oc2c1,-5%,1.0,43,-3.4%,
Cc1ccc(S(=O)(=O)N2CCN(Cc3cccc(F)c3)CC2)cc1,-5%,0.7,63,12%,
Cc1ccc(NC(=O)CN2c3cccc4cccc(c34)S2(=O)=O)cc1,2%,-1.9,58,0.2%[50 µM],
COc1ccc(NC(=O)CSc2nnc(C3CC3)n2C)cc1S(=O)(=O)N1CCOCC1,-3%,-0.5,52,0.6%[50 µM],
Cc1ccc(OCCC(=O)N(Cc2ccccc2)c2c(N)n(Cc3ccccc3)c(=O)[nH]c2=O)cc1,-8%,1.3,60,0.3%,
CC(OC(=O)c1cc(S(=O)(=O)N2CCOCC2)ccc1F)C(=O)NCc1ccc2c(c1)OCO2 (configuration not stated),-12%,-0.8,100,1.8%[50 µM],
Cc1ccc(S(=O)(=O)N2[C@@H](c3ccc(Cl)cc3)C(C(=O)O)=CC[C@H]2c2ccc(C(C)C)cc2)cc1,26%,6.1,100,-0.9%,
Cc1ccc(S(=O)(=O)Nc2ccc3c(c2)CC(=O)N([C@H](C)CO)C[C@@H](C)[C@H](CN(C)Cc2ccc(-c4ccccc4)cc2)O3)cc1,-10%,14,50,1.0%,

# The list is partial; rates above refer to the full screens.
